Bioassay records: PubChem BioAssay, several laboratories
S1P1 ag-PAM = S1P1 agonists and agonism potentiators, primary screen, cell-based, primary and confirmation screens, CRE-bla reporter. activation, % at 9.5 µM. S1P1 CRE-bla cells, forskolin, beta-lactamase FRET, potentiator mode; S1P1 agonist co-added at EC20, 2 nM; 100% = saturating reference agonist, 0% = basal. 56,000 tested, 0.57% active. AID 449, 2006;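 active means activation above a cutoff set at the mean activation of all tested compounds plus 3 SD, cut at about 54% in these data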;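 further: forskolin at 4 µM as EC80 and the EC20 agonist is SEW2871; 100% = SEW2871 at its EC100 plus forskolin at EC80; some compounds past the cut are filed as inactive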
HEK293 NFkB inh = inhibitors of PMA/ionomycin-induced NF-kB reporter, primary screen, antigen receptor NF-kB inhibitor project, cell-based, HEK-293 luciferase reporter, luminescence; inhibition, % at 3 µM; AID 465, 2006; HEK-293 NF-kB luciferase reporter; 62,000 tested, 0.21% active;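 active means inhibition above the mean of all tested compounds plus 3 SD, cut at about 40% in these data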;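 further: 0% = stimulated DMSO wells and 100% = 10 µM reference inhibitor 5653914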
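System: NF-kB luciferase reporter HEK-293 cells | Replication: Single test | Control set: DMSO vs reference inhibitor | Evaluation: % inhibition | Schedule: 1 h pretreatment, 16 h stimulation, 37 °C | Probe or stimulus: PMA with ionomycin | Compound dosing: One dose, 3 µM | Detection: Luciferase luminescence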
5HT1a ag = human 5-HT1a receptor agonists, primary screen, cell-based, CHO, Ga15 NFAT-bla reporter; activation, % at 10 µM; 65,000 tested, 0.56% active; CHO 5-HT1a Ga15 NFAT-bla reporter, FRET ratio; 0% basal, 100% maximal reference agonist;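 active means activation above the screen-wide mean activation plus 3 SD, cut at about 19% in these data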;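 further: 0% = DMSO wells and 100% = 5-CT at EC100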
Target sequence (P08908 whole entry, looked up): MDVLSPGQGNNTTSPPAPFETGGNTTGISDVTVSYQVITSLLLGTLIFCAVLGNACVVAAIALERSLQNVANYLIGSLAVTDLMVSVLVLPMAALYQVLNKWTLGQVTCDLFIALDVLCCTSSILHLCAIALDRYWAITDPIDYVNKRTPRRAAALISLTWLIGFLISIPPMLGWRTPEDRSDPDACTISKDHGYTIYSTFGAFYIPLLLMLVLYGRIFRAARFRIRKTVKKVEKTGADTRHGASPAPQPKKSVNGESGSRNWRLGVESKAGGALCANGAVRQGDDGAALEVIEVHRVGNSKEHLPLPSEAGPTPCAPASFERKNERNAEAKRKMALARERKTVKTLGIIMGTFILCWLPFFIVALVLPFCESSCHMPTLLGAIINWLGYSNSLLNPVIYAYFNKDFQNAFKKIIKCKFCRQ
Jurkat tox 60K = cytotoxicity toward Jurkat T cells, primary screen, cytotoxicity control, cell-based, Jurkat E6.1, 60K MLSMR library; inhibition, % at 4 µM; 56,000 tested, 1.2% active; AID 463, 2006; Jurkat E6.1 viability, ATP luminescence, 48 h;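 active means inhibition above the mean inhibition of all tested compounds plus 3 SD, cut at about 28% in these data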
S1P3 agonist = human S1P3 receptor agonists, primary screen, cell-based, primary and confirmation, NFAT-BLA reporter. Sphingosine 1-phosphate receptor 3 (Homo sapiens), Q99500. S1P3 NFAT-BLA reporter cells, agonism, FRET ratio; relative to 1 µM S1P, basal subtracted. activation, % at 4.5 µM. 60,000 tested, 0.1% active;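 active means activation above the screen-wide mean plus 3 SD, cut at about 4.5% in these data, passing the limit was not always enough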; further: some compounds called inactive have numbers as strong as hits
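material = human S1P3 NFAT-BLA reporter CHO cells | schedule = 4 h compound at 37 °C, 2 h substrate at RT | measured by = fluorescent BLA substrate, ex 405 nm, em 460/535 nm ratio | controls = 1 µM S1P reference | replication = primary once, confirmation triplicate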
D1 allo mod = D1 CRE-luciferase signal change, two-sided – cell-based, HEK293 D1, dopamine EC30, D1 allosteric modulator project, primary screen. D(1A) dopamine receptor (Homo sapiens), P21728. dopamine EC30 potentiation; actives deviate in either direction. B-score at 10 µM. 58,000 tested, 5.9% active;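 active means luminescence count or its row- and column-corrected plate score outside the 99.7% band of the plate's sample wells, on either side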
5HT1E ag = 5-HT1E receptor agonists, primary screen, cell-based, HTS; 5-hydroxytryptamine receptor 1E (Homo sapiens), P28566; CHO 5-HT1E Ga15 NFAT-bla reporter, FRET; 0% DMSO wells, 100% control agonist wells; activation, % at 6 µM; 65,000 tested, 0.69% active;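 active means activation above a set limit, the screen-wide mean activation plus 3 SD, cut at about 8.5% in these data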;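 further: 100% = positive control agonist at 1 µM giving full maximal response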
Target sequence (P28566 whole entry, looked up): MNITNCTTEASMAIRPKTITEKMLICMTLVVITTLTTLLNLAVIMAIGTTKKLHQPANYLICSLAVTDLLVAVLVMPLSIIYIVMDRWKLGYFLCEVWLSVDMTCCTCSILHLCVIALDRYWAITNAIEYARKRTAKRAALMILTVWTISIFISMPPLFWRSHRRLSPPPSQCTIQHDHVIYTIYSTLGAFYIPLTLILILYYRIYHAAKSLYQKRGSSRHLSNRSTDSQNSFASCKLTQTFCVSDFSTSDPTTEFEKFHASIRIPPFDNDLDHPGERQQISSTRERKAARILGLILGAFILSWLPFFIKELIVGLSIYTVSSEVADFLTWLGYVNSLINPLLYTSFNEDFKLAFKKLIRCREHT
5-HT1A blocker = human 5-HT1a receptor antagonists, primary screen, cell-based, CHO, Ga15 NFAT-bla reporter; 5-hydroxytryptamine receptor 1A (Homo sapiens), P08908; CHO 5-HT1a Ga15 NFAT-bla reporter, antagonist mode; inhibition, % at 10 µM; 62,000 tested, 0.68% active;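 active means inhibition above the mean of all tested compounds plus 3 SD, cut at about 43% in these data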;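 further: receptor stimulated by 5-CT agonist at 100 nM near EC80; beta-lactamase reporter measured by ratiometric fluorescence of a cleavable substrate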
5HT1E antag = 5-HT1E receptor antagonists, primary screen, cell-based, HTS. inhibition, % at 6 µM. 65,000 tested, 0.99% active. AID 571, 2007. CHO 5-HT1E Ga15 NFAT-bla reporter, FRET, antagonist. 5-hydroxytryptamine receptor 1E (Homo sapiens), P28566;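 active means inhibition above a set limit, the mean inhibition across every tested compound plus 3 SD, cut at about 29% in these data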;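 further: signal is the 460 over 535 nm emission ratio of beta-lactamase substrate; 0% = agonist plus DMSO wells and 100% = wells without agonist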
Active calls of the source: *; · = not tested or not shown.

Results follow in this order: S1P1 ag-PAM | HEK293 NFkB inh | 5HT1a ag | Jurkat tox 60K | S1P3 agonist | D1 allo mod | 5HT1E ag | 5-HT1A blocker | 5HT1E antag
O=C(COc1ccc(Cl)cc1)Nc1nc(-c2cccs2)cs1
    1 | 25 | -5.5 | 0 | -0.6 | -0.048 | 0.8 | -15 | -10
CCOC(=O)Cc1csc(NC(=O)c2cnc3scc(C)n3c2=O)n1
    -10 | 9 | -1.8 | 4 | -0.9 | -0.17 | -1.6 | -8 | -2
CC(C)(C)C1CCc2onc(C(=O)N3CCOCC3)c2C1 (stereo not drawn)
    -14 | 10 | 0.4 | -9 | 1.2 | 6* | 0.3 | -10 | -5
COc1cc(OC)cc(-n2nc(C(=O)NCCCN3CCOCC3)c3ccccc3c2=O)c1
    -13 | 2 | -0.9 | -6 | -0.2 | 0.044 | 0.1 | -8 | -11
COc1ccc(NC(=O)CNS(=O)(=O)c2ccccc2)cc1Cl
    -37 | 7 | -2.4 | 2 | 0.3 | 0.73 | 0.4 | -2 | -1
COc1ccc(N2CSC3=C(C#N)C(c4ccc(OC)c(OC)c4)CC(=O)N3C2)c(OC)c1 (stereo not drawn)
    -11 | 7 | 2.9 | 7 | -0.9 | 0.065 | 0.3 | 3 | -5
O=C(Nc1ccc(N2CCCCC2)cc1)c1cccnc1
    -17 | -8 | -2.0 | 1 | 0.2 | -0.8 | -0.7 | -7 | -5
Cc1cc2nc(C)n(CCCNC(=O)Nc3ccc(C#N)cc3)c2cc1C
    13 | 8 | -5.3 | 10 | -0.6 | -1.5 | 0.1 | 8 | 1
CC1=Nc2ccc(C)cc2N(Cc2ccccc2)C(=O)C1
    -1 | 6 | -1.1 | 4 | -1.3 | · | -0.1 | 9 | 1
CC(CSc1nc2ccccc2s1)Cn1c(N2CCCC2)nc2c1c(=O)[nH]c(=O)n2C (stereo not drawn)
    -82 | 9 | 4.7 | 0 | 0.1 | 2.5* | 1.6 | -16 | 23
Cc1cc(C)c2nc(N3CCCC(C(=O)N4CCC(C(N)=O)CC4)C3)sc2c1 (stereo not drawn)
    -6 | -5 | 0.5 | -2 | -0.2 | -4.1* | 0.2 | -19 | -11
COC(=O)c1cc(OC)c(OC)cc1-n1cnc2cc(OC)c(OC)cc2c1=O
    12 | 14 | -3.4 | 2 | -1.1 | 0.3 | 0.4 | -10 | 8
O=C(C1CCC1)N1CCc2cc(S(=O)(=O)N3CCN(c4ccccn4)CC3)ccc21
    -31 | 10 | -3.7 | 0 | -1.1 | 6.1* | -0.5 | 11 | 7
CCOC(=O)Cc1c(C)c2c(C)[nH]nc2oc1=O
    -11 | -4 | -2.4 | -5 | 0.5 | -0.56 | -0.7 | 0 | -3
CCCCN1CCc2c([nH]c3ccc(C)cc23)C1=O
    9 | -32 | -0.8 | -6 | -0.3 | -2 | 0.9 | 12 | -6
COc1cccc(CNC(=O)Cn2cccc2)c1
    -2 | -1 | -2.1 | -10 | -0.5 | -1.9 | 24* | -2 | -8
CCOc1ccccc1C(=O)NC1CC2CCCC(C1)N2Cc1nnnn1Cc1ccco1 (stereo not drawn)
    -2 | 22 | -0.3 | -2 | -1.0 | 0.23 | 0.1 | 7 | 2
Cc1cc(C(=O)Cn2cncn2)c(C)n1CCc1ccc(F)cc1
    18 | 9 | 0.8 | 7 | 0.9 | -0.19 | 1.3 | -1 | -11
COCC(=O)NCCc1nc2ccccc2[nH]1
    -14 | 18 | 15 | 6 | -1.2 | 0.5 | 0.7 | -4 | -12
COCCCNC(=O)c1ccccc1Oc1ccccc1
    · | 6 | 1.4 | -3 | -0.4 | 0.26 | 0.7 | -1 | -7
CCOc1ccccc1N1CCN(CC(=O)Nc2nnc(CC)s2)CC1
    -13 | 10 | 1.5 | -8 | 0.9 | -0.0051 | 0.1 | -8 | 1
CC1=CCC2C(=O)N(c3ccc4ccccc4n3)C(=O)C2C1 (stereo not drawn)
    -8 | 15 | -1.5 | 6 | -1.0 | 1 | -1.6 | 8 | 7
Cc1ccc(S(=O)(=O)N2CCC(C(=O)N[C@@H](C)C(=O)NCc3ccccc3)CC2)cc1
    · | 13 | -0.8 | · | · | · | -1.6 | 1 | -13
CCCCSCCCNC(=O)CS(=O)Cc1nc(-c2cccc(C)c2)oc1C (stereo not drawn)
    14 | 14 | -2.9 | 2 | -0.8 | -0.11 | -0.6 | 4 | 0
CN(C)c1ccc(C(=O)N2CC(=O)N(CCc3ccccc3)C(=O)C2)cc1
    -5 | -2 | -3.6 | 4 | -0.1 | 0.048 | -0.9 | -2 | 3
O=C(CCCN1C(=O)c2ccccc2C1=O)N1CCN(c2ccccn2)CC1
    · | 8 | 0.8 | -1 | 0.6 | -0.15 | 1.1 | -14 | -17
CCCCNC(=O)CC(NS(=O)(=O)c1ccc(C)cc1)c1ccco1 (stereo not drawn)
    · | 14 | -0.1 | · | · | -0.36 | 0.3 | 0 | -2
Cc1ccc(N2C(=O)[C@@H]3[C@H](C2=O)C2c4ccccc4C=CN2[C@@H]3C(=O)c2ccco2)cc1 (stereo partly drawn)
    -9 | 20 | -0.7 | -3 | -1.2 | 0.78 | -0.3 | 13 | 9
CCCCn1ccnc1C(=O)c1cccc(S(=O)(=O)N2c3ccccc3CC2C)c1 (stereo not drawn)
    56 | 15 | 4.4 | -7 | -0.7 | 0.00055 | -0.3 | -2 | 0
COc1ccccc1CN(Cc1ccco1)S(=O)(=O)c1ccc(-n2cnnn2)c(OC)c1
    16 | 23 | 1.1 | 9 | -1.3 | · | -0.7 | 20 | 22

More entries
Results follow in this order: S1P1 ag-PAM | HEK293 NFkB inh | 5HT1a ag | Jurkat tox 60K | S1P3 agonist | D1 allo mod | 5HT1E ag | 5-HT1A blocker | 5HT1E antag
COc1ccc(S(=O)(=O)N2CCOCC2)cc1C(=O)Nc1nc2ccccc2s1
    -3 | 12 | 1.1 | -2 | 0.1 | -0.69 | 0.1 | -18 | -6
CCN1CCN(c2nc3c(c(=O)n(C)c(=O)n3C)n2CCSc2ncccn2)CC1
    25 | 14 | -0.7 | -1 | -0.2 | 0.2 | -0.2 | 0 | 12
CCc1nc2ccccc2n(CC)c1=O
    -23 | 9 | 0.1 | -9 | 0.3 | 4.2* | -0.3 | 9 | -8
Cc1cc(NC(=O)CSc2nc(C(C)C)nc3sc(C)c(C)c23)no1
    -25 | 12 | 3.1 | 1 | -0.6 | 1.3 | 0.5 | 0 | 10
C=CCn1cc(C(=O)NCCCOC)c(=O)c2cc(S(=O)(=O)N(CC)CC)ccc21
    -14 | 16 | -1.3 | -3 | -0.2 | -0.23 | 0.2 | -4 | -1
COC(=O)C(NC(C)=O)(Nc1ccc(Br)cc1)C(=O)OC
    16 | · | 0.6 | · | -5.5 | · | -1.0 | · | 10
COc1ccc(C(=O)Nc2ccc(S(=O)(=O)N3CCCCC3C)cc2)c(OC)c1OC (stereo not drawn)
    · | 11 | 3.4 | 1 | -1.0 | 0.38 | 1.9 | -5 | 10
CCOc1ccccc1Cn1c(=O)oc2ccc(C)cc21
    -2 | 18 | 0.7 | -2 | -0.6 | 0.73 | -2.7 | 21 | 8
COCc1[nH]nc2c1C(c1sccc1C)C(C#N)=C(N)O2 (stereo not drawn)
    11 | · | -0.2 | · | -2.6 | · | -1.2 | · | 5
O=c1cc(N2CCc3ccccc3C2)[nH]c(=O)n1Cc1ccc(F)cc1
    -16 | 17 | -2.4 | -1 | -0.5 | -0.17 | -1.0 | 8 | -9
Cc1cc(-n2nc(C)cc2C)n2ncc(-c3ccccc3)c2n1
    28 | 15 | -2.5 | 7 | -1.3 | 0.41 | 0.1 | 19 | 19
CCOc1ccccc1C(=O)NC(C(=O)OCC(=O)Nc1nnc(-c2ccccc2)o1)C(C)C (stereo not drawn)
    1 | 13 | -1.8 | -4 | -0.2 | -0.69 | -0.1 | -2 | -9
O=S(=O)(NCc1ccc(F)cc1)c1ccc2c(c1)OCCO2
    -19 | 20 | -2.0 | 9 | -1.0 | -0.34 | -0.7 | -8 | 4
Cc1cc(Nc2ccc(F)cc2C)n2ncnc2n1
    -13 | 14 | -1.9 | 3 | 1.4 | · | 0.0 | -2 | 4
O=S(=O)(c1ccc(Cl)c(C(F)(F)F)c1)N1CCN(CC(O)COCC2CCCO2)CC1 (stereo not drawn)
    14 | 12 | -1.8 | 5 | 0.9 | -0.022 | 0.0 | -9 | 6
CCC(C)(C(=O)NC1CCCC1)N(Cc1cccs1)C(C)=O (stereo not drawn)
    · | 14 | -2.3 | · | · | -0.049 | 0.1 | 16 | 6
O=C(CCSCCC(=O)NCC1CCCO1)NCC1CCCO1 (stereo not drawn)
    · | -3 | -0.3 | 8 | -1.6 | 0.24 | -0.6 | 4 | 1
Cc1cccc(OCc2nnc(SCC(=O)Nc3sc(C)c(C)c3C#N)n2C)c1
    4 | 13 | 0.0 | -8 | -1.7 | -0.52 | -0.8 | -2 | 5
O=C(CSc1nnc(CCCO)n1-c1ccccc1)Nc1nccs1
    · | -4 | -2.5 | -2 | -0.1 | 0.072 | -0.8 | 3 | 12
CCOc1ncccc1C(=O)OCC(=O)Nc1ncc(C(F)(F)F)cc1Cl
    -11 | -1 | -1.7 | -2 | -0.9 | 0.061 | -0.1 | -2 | -9
COc1ccccc1OCc1ccc(C(=O)N2CCN3CCCC3C2)cc1 (stereo not drawn)
    · | 18 | -3.7 | · | · | -0.49 | -0.5 | 6 | 2
Cc1ccccc1CSCCNC(=O)CN(c1ccc2c(c1)OCO2)S(C)(=O)=O
    -29 | 3 | -2.8 | 5 | -0.6 | -0.82 | 0.4 | -3 | -15
COc1cc(N=c2ssnc2Cl)cc(OC)c1
    12 | -8 | -3.8 | 1 | -1.5 | -0.74 | -1.2 | 21 | -4
COc1cc(OC)c(C(=O)COc2ncnc3ccccc23)c(OC)c1
    9 | 16 | -4.3 | 5 | -0.9 | 0.27 | 0.7 | 2 | 10

Outcome played no part in choosing rows; 8.3% or so of the library scored in one or more.
